Source: PubChem (several laboratories)
VIM-2 inh: VIM-2 metallo-beta-lactamase inhibitors, primary screen, biochemical, epi-absorbance readout, Pseudomonas aeruginosa enzyme; purified VIM-2, nitrocefin hydrolysis, epi-absorbance fluorescence; actives 0.89% (n = 290,000); inhibition, % at 5.6 µM;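 active = inhibition above the mean of all tested compounds plus 3 SD, cutoff set per screening run, cut at about 7.5% in these data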;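 note: red hydrolysis product quenches plate fluorescence so inhibitors raise well fluorescence; 0% = enzyme with DMSO and 100% = DMSO without enzyme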
GPR7 antag: GPR7 receptor antagonists, primary screen, cell-based, fluorescence, single concentration; inhibition, % at 4.4 µM; Neuropeptides B/W receptor type 1 (Homo sapiens), P48145; GPR7-expressing cells, fluorescence antagonist assay; actives 1.1% (n = 290,000); in the data active = inhibition above about 16%, passing the limit was not always enough;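 note: cells stimulated with the agonist NPW; 0% = agonist with vehicle and 100% = vehicle without agonist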
Target sequence (P48145 whole entry, looked up): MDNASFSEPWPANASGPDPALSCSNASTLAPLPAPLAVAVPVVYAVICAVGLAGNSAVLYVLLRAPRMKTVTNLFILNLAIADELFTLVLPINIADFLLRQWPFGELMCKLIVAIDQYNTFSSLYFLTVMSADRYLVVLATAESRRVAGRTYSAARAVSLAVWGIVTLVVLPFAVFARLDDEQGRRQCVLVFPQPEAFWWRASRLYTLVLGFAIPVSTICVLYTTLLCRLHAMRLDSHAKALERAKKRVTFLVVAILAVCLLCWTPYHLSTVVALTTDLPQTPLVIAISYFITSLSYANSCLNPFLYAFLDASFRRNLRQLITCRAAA
V1aR counter: agonists of human V1a receptor, primary screen, counter-screen for OXTR agonist project, fluorescence, CHO-V1R cells; Vasopressin V1a receptor (Homo sapiens), P37288; Fluo-8 calcium fluorescence, agonist mode; 0% DMSO, 100% 3 nM vasopressin; activation, % at 3 µM; actives 0.25% (n = 320,000);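 active = activation above the mean activation of all tested compounds plus 3 SD, per screening run, cut at about 20% in these data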;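 note: signal is peak over basal fluorescence ratio across a 100 second FLIPR read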
OXTR agonist: human OXTR agonists, primary screen, fluorescence, CHO-OTR cells, Fluo-8 calcium | Oxytocin receptor (Homo sapiens), P30559 | Fluo-8 calcium fluorescence; normalized: DMSO 0%, oxytocin 100% | activation, % at 3 µM | actives 0.32% (n = 320,000);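 active = activation above the mean of all tested compounds plus 3 SD, cutoff set per screening run, cut at about 20% in these data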;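 note: peak over basal fluorescence ratio from a 100 s FLIPR kinetic read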
Target sequence (P30559 whole entry, looked up): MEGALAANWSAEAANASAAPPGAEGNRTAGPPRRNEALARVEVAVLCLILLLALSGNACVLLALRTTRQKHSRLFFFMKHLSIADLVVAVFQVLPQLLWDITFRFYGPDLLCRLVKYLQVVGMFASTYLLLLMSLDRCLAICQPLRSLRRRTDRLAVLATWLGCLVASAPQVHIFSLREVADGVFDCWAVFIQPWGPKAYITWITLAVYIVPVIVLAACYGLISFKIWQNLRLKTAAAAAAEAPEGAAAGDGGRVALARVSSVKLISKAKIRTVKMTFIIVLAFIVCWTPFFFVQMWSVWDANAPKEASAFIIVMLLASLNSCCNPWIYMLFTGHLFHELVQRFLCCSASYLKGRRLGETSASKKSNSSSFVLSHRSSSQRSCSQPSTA
GalR3 antag: GalR3 antagonists in HEK293 cells, primary screen, cell-based, fluorescence readout | Galanin receptor type 3 (Homo sapiens), O60755 | HEK293 GalR3-CNG cAMP membrane potential fluorescence; galR3 body fused to GalR1 C-terminus | inhibition, % at 3 µM | actives 0.44% (n = 360,000) | AID 651719, 2012;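 active = inhibition above the screen-wide average plus 3 SD, cut at about 13% in these data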;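 note: forskolin and galanin both at EC90 stimulate the cells; cAMP rise reported by CNG channel membrane potential dye signal; 0% = forskolin plus galanin with DMSO and 100% = forskolin alone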
HCV NS3 hel inh: inhibitors of HCV NS3 helicase, primary screen, biochemical, Cy5 molecular beacon fluorescence | AID 1800, 2009 | Hepatitis C virus NS3 helicase | inhibition, % at 10.9 µM | actives 0.56% (n = 290,000) | NS3 helicase DNA unwinding;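 active = inhibition above the mean of all tested compounds plus 3 SD, set per campaign, cut at about 35% in these data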;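 note: 0% = DMSO wells and 100% = thioflavine S control wells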
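Test system: hepatitis C virus NS3 helicase domain fragment enzyme. Also added: annealed dual-labelled DNA beacon duplex, ATP-started. Timing: 60 min unwinding reaction at 25 °C after ATP addition. Technique: Cy5 fluorescence. Measure: % inhibition of unwinding.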
IMP-1 inhibitor: IMP-1 metallo-beta-lactamase inhibitors, primary screen, biochemical, epi-absorbance readout, Pseudomonas aeruginosa enzyme; metallo-beta-lactamase IMP-1 (Pseudomonas aeruginosa); purified IMP-1, nitrocefin hydrolysis, epi-absorbance fluorescence; inhibition, % at 5.6 µM; actives 0.45% (n = 290,000);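 active = inhibition above the mean plus 3 SD of all compounds in the same screening run, cut at about 4.5% in these data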;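 note: 0% = IMP-1 with DMSO and 100% = DMSO wells lacking enzyme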
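System: purified recombinant IMP-1 beta-lactamase. Medium: Zinc- and detergent-supplemented HEPES buffer, pH 7.1. Compound: one 5.6 µM dose […]. Schedule: 15 min preincubation plus 25 min reaction at 25 °C. Technique: Epi-absorbance fluorescence, 480 nm excitation, 530 nm emission.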
PHOSPHO1 block: PubChem AID 1565 | actives 1.1% (n = 290,000) | recombinant PHOSPHO1, absorbance phosphatase assay | inhibition, % at 13.3 µM | Phosphoethanolamine/phosphocholine phosphatase (Homo sapiens), Q8TCT1; in the data active = inhibition above about 60%
Target sequence (Q8TCT1 whole entry, looked up): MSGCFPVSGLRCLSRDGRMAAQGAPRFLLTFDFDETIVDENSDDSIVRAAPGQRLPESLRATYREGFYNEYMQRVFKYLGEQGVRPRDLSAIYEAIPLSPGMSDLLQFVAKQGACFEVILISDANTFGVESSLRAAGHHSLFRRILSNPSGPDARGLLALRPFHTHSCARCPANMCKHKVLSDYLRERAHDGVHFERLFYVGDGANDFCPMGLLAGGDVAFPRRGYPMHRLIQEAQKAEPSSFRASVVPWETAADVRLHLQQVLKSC
DNA FID counter: compounds displacing fluorescent DNA intercalator, primary screen, artefact control for HCV NS3 helicase inhibitor project, biochemical, FID fluorescence; DNA fluorescent intercalator displacement; inhibition, % at 7.9 µM; AID 1845, 2009; actives 0.17% (n = 290,000); in the data active = inhibition above about 37%;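 note: 0% = vehicle and 100% = reference compound; higher means more ethidium bromide displaced from hairpin DNA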
Active calls of the source: *; . = no result given.

The first six compounds (preview)
SMILES	VIM-2 inh	GPR7 antag	V1aR counter	OXTR agonist	GalR3 antag	HCV NS3 hel inh	IMP-1 inhibitor	PHOSPHO1 block	DNA FID counter
Cc1nc2cc(C(=O)OCC(=O)Nc3ccc(C#N)cc3)ccc2n1-c1ccccc1	-0.9	6	0.7	2.4	2	-11	-3.9	-7	-26
CC(CCc1ccccc1)NC(=O)c1ccccc1C(=O)O (stereo unspecified)	-2.7	-1	0.0	-0.4	-8	-1	-2.6	30	-4
O=C(NCCN1CCCC1)c1ccccc1Cl	-2.8	-12	0.5	-0.4	-2	5	-2.0	-18	-5
COc1ccc(S(=O)(=O)Nc2c(NC3CCCCC3)c3ccccc3oc2=O)cc1Cl	-0.7	-6	-0.4	-0.9	2	-1	-0.4	22	-26
COc1ccc(-n2nc(C(=O)NCC(=O)N3CCN(c4ccccn4)CC3)c3ccccc3c2=O)cc1Cl	-1.8	-13	0.4	0.9	-4	-28	-2.7	-36	0
Cn1nnc(NC(=S)NC(=O)c2ccccc2)n1	-0.1	-6	0.6	1.0	-2	5	-4.4	12	-3

All compounds of this part, repeating the preview:
SMILES	VIM-2 inh	GPR7 antag	V1aR counter	OXTR agonist	GalR3 antag	HCV NS3 hel inh	IMP-1 inhibitor	PHOSPHO1 block	DNA FID counter
Cc1nc2cc(C(=O)OCC(=O)Nc3ccc(C#N)cc3)ccc2n1-c1ccccc1	-0.9	6	0.7	2.4	2	-11	-3.9	-7	-26
CC(CCc1ccccc1)NC(=O)c1ccccc1C(=O)O (stereo unspecified)	-2.7	-1	0.0	-0.4	-8	-1	-2.6	30	-4
O=C(NCCN1CCCC1)c1ccccc1Cl	-2.8	-12	0.5	-0.4	-2	5	-2.0	-18	-5
COc1ccc(S(=O)(=O)Nc2c(NC3CCCCC3)c3ccccc3oc2=O)cc1Cl	-0.7	-6	-0.4	-0.9	2	-1	-0.4	22	-26
COc1ccc(-n2nc(C(=O)NCC(=O)N3CCN(c4ccccn4)CC3)c3ccccc3c2=O)cc1Cl	-1.8	-13	0.4	0.9	-4	-28	-2.7	-36	0
Cn1nnc(NC(=S)NC(=O)c2ccccc2)n1	-0.1	-6	0.6	1.0	-2	5	-4.4	12	-3
COc1ccccc1C(=O)OCC(=O)Nc1ccc(Cl)cn1	-0.7	-8	-1.0	-2.6	-5	8	-3.4	-13	-12
Cc1ccc(S(=O)(=O)NC(C(=O)Oc2ccc3c(C(F)(F)F)cc(=O)oc3c2)c2ccccc2)cc1 (stereo unspecified)	0.7	-8	7.5	4.9	-1	1	-1.4	-22	-4
O=C1C(Cc2ccccc2)C(c2ccccc2)N1c1ccccc1 (stereo unspecified)	-5.2	4	-0.3	-2.3	-4	7	-3.9	46	-2
COc1ccc(NC(=O)c2ncn[nH]2)cc1	-3.6	0	0.0	0.2	-1	-7	-1.6	23	-2
CCC(C)NC(=O)/C=C/c1cccs1 (stereo unspecified)	-3.8	-12	-0.3	-0.5	-3	-3	-2.7	4	-2
CCOC(=O)N1CCN(C(=O)CNS(=O)(=O)c2c(C)cc(C)cc2C)CC1	-3.7	-14	-0.3	0.7	-9	-8	-2.6	43	-29
CCOC(=O)CC(c1ccc([N+](=O)[O-])cc1)n1c(C)ccc1C (stereo unspecified)	-3.2	-12	-2.3	-2.4	-2	14	-2.7	25	-5
O=C(O)c1ccc(Cn2cnc3scc(-c4ccccc4)c3c2=O)cc1	-4.2	-16	0.7	0.8	-1	6	-2.2	25	-35
CN(C)S(=O)(=O)c1cc(C(=O)NCc2ccccc2)c(Cl)cc1Cl	-1.4	-8	-0.3	-0.8	-2	8	-2.4	29	-6
COc1ccc(C(=O)NC2CCN(C(=S)Nc3ccccc3C)CC2)cc1	-2.7	-14	-0.4	-0.5	-1	-7	-2.4	10	-2
COc1ccc(C2C(C(=O)Nc3cccc(C)n3)c3ccccc3C(=O)N2C)cc1OC (stereo unspecified)	-4.7	3	0.5	0.1	4	1	-2.3	14	-7
CSc1nc2sc3c(c2c(=O)[nH]1)CCC(C)C3 (stereo unspecified)	-1.9	-13	-0.5	-0.4	-8	-11	-3.2	22	5
O=C(Nc1ccccc1NC(=O)c1csnn1)c1csnn1	-4.9	-1	1.3	-0.8	-4	6	-3.5	12	-5
COc1ccc(S(=O)(=O)N(C(=O)C(C)C)c2ccc3oc(=O)sc3c2)cc1	-2.4	11	0.3	0.5	-7	11	-0.6	97*	-8
Cc1nc(-c2coc3cc(O)c(C)cc3c2=O)cs1	-2.2	-8	2.5	3.6	-1	-4	-2.3	16	1
CSc1ccc(CN(C)CC(=O)NC(=O)NC(C)(C)C)cc1	-1.5	-6	0.5	1.3	-2	1	-3.1	-14	-15
Cc1ccc(S(=O)(=O)NCc2ccc(C(=O)NCCCN3CCN(C)CC3)cc2)cc1	-1.2	-9	1.4	0.3	-5	0	-2.0	4	12
Nc1ccc(C(=O)OCC(=O)Nc2ccc([N+](=O)[O-])cc2C(F)(F)F)cc1	-3.0	10	2.8	0.6	0	-4	0.1	11	2
COCCCNC1=C(Cl)C(=O)c2ccccc2C1=O	4.9	-8	-0.1	-3.3	-3	0	-1.8	4	8
COc1cc(NC(=O)CSc2nc3ncnc(N)c3[nH]2)c(C(=O)O)cc1OC	0.8	-4	0.5	1.4	-8	-7	-3.5	27	1
COc1cc2c(cc1OC)CN(C(=O)/C=C/c1cc(OC)c(OC)c(OC)c1)CC2	0.6	-8	0.8	-2.0	-9	9	-0.3	.	-44
Cc1ccc(C(=O)NNC(=O)C2CCN(S(=O)(=O)c3ccc(C)cc3)CC2)cc1	-3.7	-20	0.2	0.0	7	-3	-4.2	58	-20
COc1ccc(-n2ncc3c(=O)n(CC(=O)NC(C)C)cnc32)cc1	-4.0	-8	0.6	0.3	-7	0	-3.4	8	-3
N/C(=N\OC(=O)CC1CCCCC1)c1cccc(Br)c1	1.3	8	0.5	-1.4	-2	-1	-0.9	14	-12
COCC1CCN(Cc2cn[nH]c2-c2cc(OC)c(OC)c(OC)c2)CC1	-2.9	1	0.7	-0.7	-1	-3	-2.5	12	-5
COc1ccccc1C(=O)NNC(=O)c1ccc2ccccc2c1	-2.9	2	0.7	0.4	-8	1	-2.1	20	-10
Cc1nc(N2CCOCC2)[nH]c(=O)c1[N+](=O)[O-]	-1.1	-7	1.2	1.2	-1	2	-2.3	32	1
O=S(=O)(Nc1ccn(-c2ccccc2)n1)c1ccc(Br)cc1	2.5	-7	1.6	-0.1	-1	-24	-0.6	54	-10
CCCCN(C)S(=O)(=O)c1cc2c3c(c1)CCC(=O)N3CCC2	-2.8	-4	5.5	3.5	-6	26	-2.0	26	-30
Nc1nonc1-n1nnc(C(=O)N/N=C/c2ccccc2)c1CSc1ccccc1	-0.4	10	-0.1	-0.7	0	6	0.4	42	4

The last 2 compounds of the part before are carried over, then new ones follow:
SMILES	VIM-2 inh	GPR7 antag	V1aR counter	OXTR agonist	GalR3 antag	HCV NS3 hel inh	IMP-1 inhibitor	PHOSPHO1 block	DNA FID counter
CCCCN(C)S(=O)(=O)c1cc2c3c(c1)CCC(=O)N3CCC2	-2.8	-4	5.5	3.5	-6	26	-2.0	26	-30
Nc1nonc1-n1nnc(C(=O)N/N=C/c2ccccc2)c1CSc1ccccc1	-0.4	10	-0.1	-0.7	0	6	0.4	42	4
COCC(=O)N1CCC(Oc2ccc(C(=O)NCc3cnc(C)cn3)cc2)CC1	-3.4	-11	0.6	1.5	1	10	-2.5	1	-2
Nc1nncn1C(=O)CCCN1C(=O)c2ccccc2C1=O	-0.5	0	0.8	0.5	-2	-10	-8.6	-10	0
O=C(Nc1cc(-c2ccccc2)[nH]n1)c1ccccc1	-2.8	-7	0.9	1.1	-2	-1	-3.5	22	-7
COc1cc(/C=c2\sc3n(c2=O)CCCN=3)ccc1O	2.9	-4	2.0	1.5	-4	7	1.1	34	7
CC1CC(C)CN(C(=O)Cc2c(C(=O)O)[nH]c3ccc(Cl)cc23)C1 (stereo unspecified)	-3.4	-7	0.2	0.4	-5	13	-3.9	-27	-36
Cn1cccc1Cc1nnc(SCC(=O)NCC2CCCO2)n1C (stereo unspecified)	1.4	13	-0.6	0.1	-4	1	1.4	5	-12
CCOC(=O)C1CCCN(C(=O)CCCn2nnnc2CN2CCOCC2)C1 (stereo unspecified)	-0.7	-14	.	.	-1	-2	-0.8	46	-2
Cc1[nH]nc2c1C(c1ccc(F)cc1)C1=C(CC(C)(C)CC1=O)N2 (stereo unspecified)	-4.7	-10	-0.9	-2.0	-3	-11	-4.5	4	-6
CCc1ccc(NC(=S)NC2CC3CCCC(C2)N3Cc2cccs2)cc1 (stereo unspecified)	-1.2	-6	6.3	6.2	-11	-45	-3.0	7	11
Fc1cnc(N2CCOCC2)nc1N1CCc2ccccc21	-2.2	-17	0.2	-2.4	4	3	-4.5	1	-14
COc1cccc(NC(=S)N/N=C2\CC3CCC2(C)C3(C)C)c1 (stereo unspecified)	-4.8	0	-2.0	-1.2	-8	-6	0.3	36	-11
COc1cc(NC(=O)NCc2ccncc2)cc(OC)c1OC	-1.3	12	0.2	-0.5	-4	-2	-2.3	14	-6
N#CCCN(CCN1CCCC1)S(=O)(=O)c1ccc(-c2ccc([N+](=O)[O-])cc2)cc1	-2.8	-10	1.1	-1.0	-3	-11	-3.6	1	26
